FLuc modulator – firefly luciferase modulation, counter-screen for miR-21 project; P08659; purified FLuc, Km substrates, luminescence inhibition; Potency, µM (top dose mostly 57.5 µM), without a hit: top-dose activity change, negative = inhibition, usual class: inhibitors; 360,000 compounds, 6.9% hits; AID 588342; active means well fitted inhibition curve with a large enough effect; inconclusive means small, poorly fitted or top-dose-only effect;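 further: plate controls were vehicle for no effect and reference inhibitor for full effect; nearly all actives have a fitted effect of over 55% in size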
Target sequence (P08659 whole entry, looked up): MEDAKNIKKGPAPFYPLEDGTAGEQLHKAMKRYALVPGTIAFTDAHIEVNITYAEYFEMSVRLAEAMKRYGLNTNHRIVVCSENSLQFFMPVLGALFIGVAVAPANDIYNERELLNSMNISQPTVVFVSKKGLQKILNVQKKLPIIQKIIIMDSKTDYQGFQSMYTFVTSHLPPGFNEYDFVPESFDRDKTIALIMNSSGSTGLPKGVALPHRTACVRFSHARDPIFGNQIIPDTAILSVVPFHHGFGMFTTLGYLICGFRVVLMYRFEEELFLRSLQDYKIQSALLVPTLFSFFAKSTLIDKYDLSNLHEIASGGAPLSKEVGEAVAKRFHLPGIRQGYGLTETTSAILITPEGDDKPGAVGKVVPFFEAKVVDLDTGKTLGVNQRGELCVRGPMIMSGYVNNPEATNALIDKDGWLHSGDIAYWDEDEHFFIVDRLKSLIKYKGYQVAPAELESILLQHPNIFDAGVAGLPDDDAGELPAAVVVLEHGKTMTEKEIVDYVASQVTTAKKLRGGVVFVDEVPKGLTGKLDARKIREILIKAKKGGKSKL
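Purified P. pyralis luciferase, 10 nM final, with Km-level 10 uM D-luciferin and 10 uM ATP in 50 mM Tris acetate pH 7.5, 10 mM Mg acetate, 0.01% Tween-20, 0.05% BSA; 6-point qHTS titration about 60 µM downward; luminescence read.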
Numbers without * were called inactive; ? = inconclusive; [ ] = another dose, or the depositor's remark. Potency means the concentration at half of the fitted maximal effect. Not all compounds are listed, so the mix of outcomes need not match the whole.

SMILES	FLuc modulator
CCCCc1c(C)nc2c(-c3ccc(OC)cc3)c(C)[nH]n2c1=O	-18%
COc1ccc(CN2C(=O)C(NC(=O)c3ccc(C)cc3)(C(F)(F)F)N=C2c2ccccc2)cc1 (configuration not stated)	-11%
COc1ccc(-c2onc(C)c2C)cc1S(=O)(=O)NCc1ccc(C)o1	-9%
CCc1ccc(S(=O)(=O)c2nnn3c2nc(NCCC(C)C)c2cc(Cl)ccc23)cc1	-4%
COCCNC(=O)C(=O)NCC(c1cccnc1)N1CCN(c2ccccc2F)CC1 (configuration not stated)	-2%
COc1ccccc1NC(=O)N1c2ccccc2Sc2ccccc21	-19%
Cc1cccc(NC(=O)Cn2c(=O)n(Cc3nc(-c4ccccc4)no3)c(=O)c3ccccc32)c1	-10%
COCCn1c(CCC(=O)Nc2ccc(C)c(Cl)c2)nc2cccnc21	6%
CCCCCn1c(CCCNC(=O)c2ccc(Cl)cc2)nc2ccccc21	-14%
CCCCOc1ccc(C2=NC(c3ccncc3)=Nc3ccc(OCC)cc3N2)cc1	43%[activator]
CCc1ccccc1NS(=O)(=O)c1ccc2c(c1)CC(=O)N2	-6%
COc1ccc(N2C(=O)CSC23C(=O)N(CC(=O)NC2CCCCC2)c2ccccc23)cc1 (configuration not stated)	-4%
COc1ccc(C)cc1NC(=O)Nc1cccc(OCc2cc(=O)n3ccc(C)cc3n2)c1	2.7µM*
COc1ccccc1-c1nnc(C2CCN(S(=O)(=O)c3ccccc3)CC2)o1	4%
Cc1ccccc1CNC(=O)Cn1c(C)c2cnn(-c3ccccc3)c(=O)c2c1C	2%
CCOc1ccc(CNC(=O)C2CCN(c3nc4ccccc4nc3C(F)(F)F)CC2)cc1OC	-2%
Cc1ccc(CNC(=O)c2ccc3c(c2)nc(C)n3-c2cccc(F)c2)cc1	-9%
CCN1CCN(C(=O)c2ccc3c(c2)N(Cc2cccc(Cl)c2)C(=O)c2ccccc2S3(=O)=O)CC1	4%
O=C(CN1CCN(Cc2ccc(F)cc2)C1=O)NCc1ccccc1	0%
COc1ccccc1CNC(=O)Cn1c(=O)oc2cc(S(=O)(=O)N3CCC(C)CC3)ccc21	-16%
COc1ccc(NC(=O)c2cc(-c3ccc(F)cc3)no2)cc1OC	-6%
Cc1ccc(C)c(Nc2nn3c(=O)c4ccc(C(=O)NC5CCCCC5)cc4nc3s2)c1	-7%
O=C(Cn1ncc2c3ccccc3n(Cc3ccccc3)c2c1=O)NCCc1ccc(Cl)cc1	-1%
COC(=O)COc1ccc(-c2nnc(Nc3ccc(O)cc3)c3ccccc23)cc1	?
COc1cccc(NC(=O)c2oc3ccccc3c2NC(=O)C2CCCCC2)c1	-7%
SMILES	FLuc modulator
COc1ccc(NC(=O)CSc2nc3nc(C)c(Cc4ccccc4)c(C)n3n2)cc1OC	4%
COc1ccc(N(Cc2cccs2)C(=O)COc2cccc(C)c2C)cc1	?
CC(C)Cc1cc(C(=O)NCc2ccc(Cl)cc2)no1	6%
CCOC(=O)c1c(Nc2cccc(C)c2)nnc(-c2ccccc2)c1-c1ccccc1	-12%
CCC(CC)C(=O)Nc1cc(-c2nc3cccnc3s2)ccc1C	12µM*
Cc1ccc(-n2nc(C)c3nc(CCC(=O)Nc4cccc(F)c4)c(=O)n(C)c32)cc1	-1%
COc1ccc(CCNC(=O)Cc2c(C)c3c(cc(C)c4c(C)c(C)oc43)oc2=O)cc1	1%
O=C(O)CCn1ccc2cc(S(=O)(=O)N3CCCCC3)ccc21	-20%
COC(=O)c1c(NC(=O)CCCOc2ccc(C(C)(C)C)cc2)sc2c1CCC(C)C2 (configuration not stated)	0%
COc1ccc(C(=O)Nc2ccc(NC(=O)c3cccs3)cc2)cc1OC	0%
CCOc1ccc(NC(=O)CSc2ncc3c(n2)-c2ccccc2N(Cc2ccccc2C)S3(=O)=O)cc1	-2%
CCN(CC)CCNC(=O)C(=O)NCC(c1cccnc1)N1CCN(c2ccc(F)cc2)CC1 (configuration not stated)	0%
O=C(CSc1nnc(-c2ccc3c(c2)OCO3)o1)Oc1ccccc1	-3%
CC(=O)C1=C(OC(=O)C(C)C)c2ccccc2S(=O)(=O)N1Cc1ccccc1	4%
Cc1cccc(C(=O)Nc2c(-c3ccc(F)cc3)nc3ccccn23)c1	-7%
Cc1cc(C)c2oc(C(=O)Nc3c(C(=O)Nc4ccccc4)oc4ccccc34)cc(=O)c2c1	-1%
O=C(Cn1cnc2nc3c(cc2c1=O)CCCC3)N1CCN(c2ccccc2)CC1	-1%
O=C(NC1CCCCC1)c1ccc2c(c1)N(Cc1cccc(F)c1)C(=O)c1ccccc1S2	-6%
Cc1ccc(Cl)cc1N1CCN(C(=O)c2cc(S(=O)(=O)N3CCCC3)c[nH]2)CC1	1%
Cc1ccc(-c2noc(-c3ccccc3NC(=O)c3ccccc3)n2)cc1	0%
CCC(C)NC(=O)C1CCN(S(=O)(=O)c2ccc3c(ccn3CC)c2)CC1 (configuration not stated)	5%
Cc1ccc(Nc2nc3ccc(C)cc3nc2-n2nc(C)cc2C)c(C)c1	-2%
CCCCNC(=O)CSc1nc2nc(C)c(Cc3c(F)cccc3Cl)c(C)n2n1	-6%
COc1ccc(NC(=O)c2ccco2)cc1NC(=O)COc1ccc(Cl)c(C)c1	0%
O=C(NCc1cccc(Cl)c1)c1ccc2c(Cl)c3c(nc2c1)CCCC3	-1%

Among those listed so far, these contain an aryl thioether with sulfur outside any ring.
SMILES	FLuc modulator
COc1ccc(NC(=O)CSc2nc3nc(C)c(Cc4ccccc4)c(C)n3n2)cc1OC	4%
CCOc1ccc(NC(=O)CSc2ncc3c(n2)-c2ccccc2N(Cc2ccccc2C)S3(=O)=O)cc1	-2%
O=C(CSc1nnc(-c2ccc3c(c2)OCO3)o1)Oc1ccccc1	-3%
CCCCNC(=O)CSc1nc2nc(C)c(Cc3c(F)cccc3Cl)c(C)n2n1	-6%

The listing continues.
SMILES	FLuc modulator
CN(C)c1ncc(C(=O)NCc2ccccc2Cl)cn1	0%
Cc1cccc(NC(=O)CN2C(=O)c3cccnc3Oc3ccc(Cl)cc32)c1C	1%
COc1ccc(-c2cc(C(F)(F)F)nc(SCC(=O)NCC(C)C)n2)cc1OC	3%
CC(=O)c1ccc(NC(=O)Cn2c(=O)n(Cc3ccco3)c(=O)c3sc4ccccc4c32)cc1	-2%
Cc1ccc(S(=O)(=O)NCC2CCC(C(=O)NCc3ccc(F)cc3)CC2)cc1 (configuration not stated)	-2%
CNS(=O)(=O)c1cc(-c2nnc(Nc3cc(C)ccc3C)c3ccccc23)ccc1C	-8%
Cc1cccc(-c2nn3c(=O)cc(CN4CCN(C(=O)/C=C/c5ccccc5)CC4)nc3s2)c1	-5%
CC(C)Oc1ccc(CNC(=O)CCn2c(=O)c3cccn3c3ccc(F)cc32)cc1	1%
Cc1ccc(NC(=O)[C@H]2O[C@@H]3OC(C)(C)O[C@@H]3[C@H]3OC(C)(C)O[C@H]32)cc1F	0%
CN(C)c1ccc(CNC(=O)CN2CCSc3ccc(S(=O)(=O)N(C)C)cc32)cc1	-15%
COc1ccc(-n2c(=O)c3sc4ccccc4c3n(Cc3ccccc3C)c2=O)cc1OC	-2%
CCn1nnc2cc(C(=O)Nc3cc(C)ccc3C)ccc21	7%
Cc1ccc(CNc2ccc(-c3nc(C(C)C)no3)cc2[N+](=O)[O-])cc1	-1%
CCn1cc(C(=O)OCC(=O)Nc2ccc(C)c(Cl)c2)c(=O)c2ccc(C)nc21	-9%
CC(C)(C)OC(=O)N1CCC(c2c(C(=O)NCc3ccc4c(c3)OCO4)cnn2-c2ccccc2Cl)CC1	5%
CCN(CC)S(=O)(=O)c1ccc2c(c1)N(CC(=O)Nc1ccc(OC)cc1)C(=O)CS2	-2%
CC(=O)N1CCc2c(sc3c2c(=O)n(CCc2ccccc2)c(=O)n3Cc2ccc(F)cc2)C1	2%
COc1cccc(N2CCN(C(=O)c3ccc4c(Cl)c5c(nc4c3)CCCC5)CC2)c1	-6%
COc1ccc(CN(C(=O)c2ccccc2F)C2CCS(=O)(=O)C2)cc1 (configuration not stated)	-4%
O=C(Cn1c(-c2cccs2)cc2cc(Cl)ccc21)N1CCN(c2ccccc2)CC1	0%
Cc1oc(-c2ccccc2)nc1CSc1nnc(C)n2c1cc1sccc12	-9%
CC(C)(C)c1ccc(/C=C/C(=O)Nc2ccc(S(N)(=O)=O)cc2)cc1	?
Cc1nn(-c2ccc(N3CCOCC3)nn2)c(C)c1CCC(=O)NCc1ccc(OC(C)C)cc1	-2%
Cc1oc2ncn(CC(C)C)c(=O)c2c1C(=O)NC(C)c1ccccc1 (configuration not stated)	-7%
COc1ccccc1Nc1ncc2c(n1)CCN(Cc1cc(F)cc(F)c1)C2	1%
SMILES	FLuc modulator
COc1ccc(S(=O)(=O)Nc2cccc(-c3ccc(N4CCC(C)CC4)nn3)c2)cc1OC	0.43µM*
O=C(Nc1ccc(F)c(Cl)c1)N1CCN2CCCCC2C1 (configuration not stated)	-2%
CCC(C(=O)NCCCN(CC)CC)n1ncn2c(cc3occc32)c1=O (configuration not stated)	-6%
CCn1c(=O)n(CC)c2cc(N3CCCCC3)c(NC(=O)Nc3cc(Cl)ccc3OC)cc21	-5%
CC(NC(=O)C1=Cc2ccccc2OC1)c1ccccc1 (configuration not stated)	-3%
CC(C)Oc1ccc(CNC(=O)C2CCN(C(=O)N3CCOc4ccc(Cl)cc43)CC2)cc1	-12%
Cc1ccc(CNC(=O)c2cc3sccc3n2Cc2ccc(F)cc2)cc1	-5%
CSc1nc(Nc2ccc(C)cc2)c(C#N)c(-c2ccccc2)n1	-8%
COc1cc(C(=O)NCCc2sc(-c3ccc(C)cc3)nc2C)cc(OC)c1OC	-17%
O=C(COCc1cc(-c2cccs2)on1)N1CCN(c2ccc(F)cc2)CC1	4%
COc1cccc(CNC(=O)C(C)n2ncn3cccc3c2=O)c1OC (configuration not stated)	6µM*
COc1ccc(C(=O)CSc2nc(C)cc(C)c2C(=O)Nc2ccccc2C)cc1	-12%
CCCCSc1nc2sc3c(c2c(=O)n1-c1ccccc1C)CC(C)(C)OC3	-5%
CCCSc1ncc(Cl)c(C(=O)Nc2ccc(OC)cc2OC)n1	-4%
CCCn1c2ccccc2c2cnn(CC(=O)NCCCOC(C)C)c(=O)c21	-5%
CCc1ccccc1NC(=O)C1=CC(c2ccc3c(c2)OCO3)=NS(=O)(=O)N1C	-1%
CCOc1ccc(N(CC(=O)Nc2ccccc2CC)S(=O)(=O)c2c(C)[nH]c(=O)[nH]c2=O)cc1	-14%
Cc1cc(OC(=O)c2cc(-c3ccc4c(c3)OCCO4)on2)ccc1Cl	?
CCOC(=O)C1CCN(C(=O)CSc2n[nH]c(-c3ccc(OC)cc3)n2)CC1	?
CC(=O)c1ccc(NC(=O)C2Cc3ccccc3N2C(=O)c2ccccc2)cc1 (configuration not stated)	0%
CCC1CCCCN1C(=O)CSc1n[nH]c(-c2ccccc2)n1 (configuration not stated)	?
Cc1ccc(-c2nc3cc(NC(=O)c4cc5ccccc5o4)ccc3o2)cc1Cl	6%
COc1cccc(NC(=O)Cn2cnc3c(nc4n3CCCCC4)c2=O)c1	-1%
CCc1ccc(S(=O)(=O)c2nnn3c2nc(NCc2ccccc2OC)c2cc(Cl)ccc23)cc1	-1%
COc1ccccc1NC(=O)Cn1c(=O)n(CCc2ccccc2)c(=O)c2c3c(sc21)CN(C(C)=O)CC3	-7%

Overlap with the part before: 7 entries; new compounds follow.
SMILES	FLuc modulator
CCOC(=O)C1CCN(C(=O)CSc2n[nH]c(-c3ccc(OC)cc3)n2)CC1	?
CC(=O)c1ccc(NC(=O)C2Cc3ccccc3N2C(=O)c2ccccc2)cc1 (configuration not stated)	0%
CCC1CCCCN1C(=O)CSc1n[nH]c(-c2ccccc2)n1 (configuration not stated)	?
Cc1ccc(-c2nc3cc(NC(=O)c4cc5ccccc5o4)ccc3o2)cc1Cl	6%
COc1cccc(NC(=O)Cn2cnc3c(nc4n3CCCCC4)c2=O)c1	-1%
CCc1ccc(S(=O)(=O)c2nnn3c2nc(NCc2ccccc2OC)c2cc(Cl)ccc23)cc1	-1%
COc1ccccc1NC(=O)Cn1c(=O)n(CCc2ccccc2)c(=O)c2c3c(sc21)CN(C(C)=O)CC3	-7%
CCOc1ccc(NC(=O)CCc2c(C)nc3c(-c4ccccc4)c(C)nn3c2C)cc1	-5%
O=C(CN1C(=O)COc2ccc(S(=O)(=O)N3CCOCC3)cc21)NCc1ccc(Cl)cc1	6%
Cc1ccc(S(=O)(=O)N(Cc2nc(-c3cccc(C)c3)no2)C2CCCCC2)cc1	-8%
CCN(C(=O)c1nn(-c2ccc(C)cc2)c(=O)c2c1c1ccccc1n2C)c1ccc(F)cc1	-1%
CCN(CC)S(=O)(=O)c1ccc(C(=O)NC2CC(=O)N(c3ccc(OC)c(OC)c3)C2)cc1 (configuration not stated)	-1%
Cc1ccc(C)c(Cn2c(=O)n(Cc3ccc(C(=O)NC4CCN(Cc5ccccc5)CC4)cc3)c(=O)c3ccccc32)c1	3%
CCOc1cc(C(=O)Nc2ccc(-c3nc4cc(Cl)ccc4o3)cc2)cc(OCC)c1OCC	-8%
Cc1ccc(Nc2c(-c3ccc(C)cc3)nc3ccc(C)cn23)cc1	-2%
COc1cc(NC(=O)CC2C(=O)N(c3ccc(Cl)cc3)C(=O)N2Cc2cccs2)cc(OC)c1 (configuration not stated)	-1%
O=C1COc2cc(S(=O)(=O)CCC(=O)N3CCN(c4ccccc4)CC3)c(Cl)cc2N1	-7%

2 compounds picked at random from the list so far, as already listed:
SMILES	FLuc modulator
CCOc1cc(C(=O)Nc2ccc(-c3nc4cc(Cl)ccc4o3)cc2)cc(OCC)c1OCC	-8%
CCOc1ccc(NC(=O)CCc2c(C)nc3c(-c4ccccc4)c(C)nn3c2C)cc1	-5%
